# Assay outcomes deposited in PubChem BioAssay by several laboratories.
# WT yeast gro inh: growth inhibition of WT strain, primary screen, mitochondrial fusion inhibitor project, WT and mutant strains, chemical genetic | inhibition, % at 10 µM | 2.1% of 190,000 active | mitochondrial fusion phenotypic screen; in the data active = inhibition above about 58%; tested in S. cerevisiae
# P. falciparum M17LAP: P. falciparum M17LAP inhibitors, primary screen, biochemical, fluorogenic H-Leu-NHMec substrate, 1536-well (AID 1619) | 0.38% of 220,000 active | recombinant M17LAP, H-Leu-NHMec fluorogenic kinetic assay; higher % means a stronger effect | inhibition, % at 30 µM; hits with a dose series show IC50 in µM | Leucine aminopeptidase (Plasmodium falciparum (isolate 3D7));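 active = compound inhibiting the enzyme by more than half at any dose during confirmatory dose-response retesting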;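 note: plate controls were full reaction with DMSO carrier for no effect and no enzyme background for full effect; strong numbers were not always called active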
# Autophagy HCS: autophagy modulators in MEF cells, primary screen, imaging, high-content, MEF GFP-LC3; MEF GFP-LC3 puncta imaging; test concentration mostly 10 µM; calls only at 10 µM (by protocol); 0.98% of 190,000 active; AID 463193, 2010;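 active = percentage of spot-positive cells more than 3 SD above its plate mean, without a fluorescence outlier flag or 80% toxicity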;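 note: spot-positive cell cutoff set from DMSO-treated cells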
# Yfh1-depleted yeast: enhancers of respiration in Yfh1-depleted yeast, dose response, Friedreich's ataxia, plus single-dose screen (AID 1465) | S. cerevisiae Yfh1-off respiration, WST-1 reduction, 72 h; higher fold induction means a stronger effect | fold induction at 50 µM; hits with a dose series show EC50 in µM | 0.074% of 220,000 active;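 active = fold induction of absorbance versus untreated yeast above a set limit, then at least 30% activation at any dose in follow-up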;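 note: activators that raise dye reduction in frataxin-depleted yeast; strong numbers were not always called active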
# MT stabilize HCS: microtubule stabilizers in HeLa cells, primary screen, imaging, high-content imaging; AID 2205, 2009; 0.83% of 200,000 active; % tubulin-high responders, % at 10 µM; HeLa tubulin immunostaining HCS, 24 h; share of cells brighter than vehicle mean+2SD;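 active = plate Z-score above 3 for both tubulin-high and condensed-nucleus cell shares, with cell loss under 80%, at 10 µM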;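 note: anti alpha tubulin signal scored within the nucleus-defined area of each cell; some results filed as inactive read as strong as hits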
# P. falciparum M1AAP: P. falciparum M1AAP inhibitors, biochemical, fluorogenic H-Leu-NHMec substrate, 1536-well (AID 1445); recombinant M1AAP, H-Leu-NHMec fluorogenic kinetic assay; higher % means a stronger effect; one-dose inhibition, % at 30 µM; IC50 in µM for titrated hits; 0.42% of 220,000 active;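 active = primary inhibition above the hit cutoff, then over 50% inhibition at one or more dose response concentrations, cut at about 23% in these data, passing the limit was not always enough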;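 note: plate controls were DMSO full reaction for no effect and no enzyme background for full effect; strong numbers were not always called active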
# Dynein transport: inhibitors of GR-EGFP nuclear translocation, primary screen, dynein cargo transport inhibitor project, imaging, high-content, 3617.4 mouse cells | test concentration mostly 20 µM; stimulated with dexamethasone, 1 µM; stronger effect = lower value | z-score, hits read low | 0.47% of 220,000 active | AID 1381, 2008;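 active = plate z-score of nuclear minus cytoplasmic receptor signal below a set negative limit, without overly bright fluorescence or cell loss, cut at about -3.5 in these data, passing the limit was not always enough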;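 note: z-score of nuclear minus cytoplasmic ring GR-EGFP intensity difference per well; some compounds called inactive have numbers as strong as hits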
#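 Buffer or medium – tet-free medium with charcoal-stripped serum · Signal – automated 10x imaging of fixed Hoechst-stained cells · Also added – dexamethasone agonist, 1.0 µM final, for 30 min · Incubation – induction 48 h, compound 1 h, agonist 30 min · Read-out – GR-EGFP nuclear translocation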
# b-catenin transl: modulators of beta-catenin nuclear translocation, primary screen, imaging, HeLa cells, immunofluorescence, high-content; nuclear translocation activity, % at 5 µM; 0.3% of 190,000 active; AID 1665, 2009;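 active = nuclear translocation activity above 50% at 5 µM, with a well cell count of 50 or more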;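 note: per-cell ratio of nuclear to cytoplasmic median beta-catenin stain intensity; plate controls were DMSO negative control for no effect and GSK-3 inhibitor IX positive control for full effect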
#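 Assay system: human HeLa cells, native beta-catenin; doses: 5 µM primary, 0.02–20 µM confirmation; incubation: compound treatment 24 h, 37°C, 5% CO2; technique: fluorescence imaging of beta-catenin antibody stain plus DAPI; measure: % activation, nuclear-to-cytoplasmic median beta-catenin signal ratio per cell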
# T cell HTS: modulators of CD8 T cell-vesicle binding, primary screen, mouse 2C CD8+ T cells, flow cytometry | 0.068% of 330,000 active | 2C CD8+ T cell-vesicle binding; stronger effect = lower value | AID 2052, 2009 | calls only at 7 µM;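 active = response, share of CD8 T cells binding vesicles, and their 90th percentile fluorescence all below set limits, cut at about 80% in these data, passing the limit was not always enough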
#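 Assay system: 2C TCR transgenic mouse naive CD8+ T cells, MACS-purified | Read-out: CD8+ gate FL2 mean fluorescence as % of same-row positive control | Signal: High-throughput flow cytometry with anti-B7-1 and anti-CD8 staining | Timing: Binding step 1.5 h, 37 °C, antibody labelling 20 min, ice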
# WT yeast gro inh mutant strain: also measured in WT yeast gro inh; calls as there; inhibition, %; mitochondrial fusion phenotypic screen, mutant strain inhibition
# Dynein transport cytoplasmic EGFP: recorded beside Dynein transport, whose call it bears; z-score; measured here: cytoplasmic GR-EGFP intensity; stronger effect = higher value
# Dynein transport nuclear GR-EGFP: also measured in Dynein transport; calls as there; z-score; measured here: nuclear GR-EGFP intensity;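 lower value marks the stronger effect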
# Dynein transport cell count: also measured in Dynein transport; calls as there; z-score; measured here: cell count per field
# b-catenin transl cell count 5 µM: second read-out of b-catenin transl, no call of its own (marks repeat the call); cell count; measured here: cell count, cytotoxicity flag
# T cell HTS vesicle-bound %: recorded beside T cell HTS, whose call it bears; double positive events, %; measured here: CD8+ vesicle-bound cell fraction;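 binding gate set so that unloaded-vesicle control wells show 10% double positive cells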
# MT stabilize HCS Hoechst-high %: recorded beside MT stabilize HCS, whose call it bears; % Hoechst-high responders; measured here: nuclear condensation Hoechst responders;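 share of cells brighter than vehicle mean plus two SD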
# MT stabilize HCS cytotoxicity %: second read-out of MT stabilize HCS, no call of its own (marks repeat the call); toxicity, %; measured here: cytotoxicity by cell density;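 0% = mean cell density of plate MIN control wells and 100% = no cells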
# Autophagy HCS cell loss 18 h: also measured in Autophagy HCS; calls as there; toxicity, %; measured here: cell loss, nuclei count;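 cell loss after 18 h compound exposure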
# Starred values were filed as active, the others as inactive; i = inactive; · = not tested or not shown.
SMILES,WT yeast gro inh,WT yeast gro inh mutant strain,P. falciparum M17LAP,Autophagy HCS,Autophagy HCS cell loss 18 h,Yfh1-depleted yeast,MT stabilize HCS,MT stabilize HCS Hoechst-high %,MT stabilize HCS cytotoxicity %,P. falciparum M1AAP,Dynein transport,Dynein transport cytoplasmic EGFP,Dynein transport nuclear GR-EGFP,Dynein transport cell count,b-catenin transl,b-catenin transl cell count 5 µM,T cell HTS,T cell HTS vesicle-bound %
O=C(CNc1n[nH]c(=O)[nH]c1=O)N/N=C/C=C/c1ccccc1,·,·,9%,·,·,i,·,·,·,6%,-0.8,-0.19,-0.38,0.25,0.1,1218,i,24
CC(C)(C)c1nnc(NC(=O)CS(=O)(=O)Cc2ccccc2)s1,-20,-18,3%,i,-9,i,2.0,1.4,11,-2%,0.8,-0.38,0.0015,0.46,0.0,1474,i,54
COc1ccc(S(=O)(=O)CC2(O)CCN(C(=O)C(C)(C)C)CC2)cc1,-5,-21,-20%,i,-4,i,2.1,2.1,1.1,-5%,-0.12,-0.21,0.0056,0.43,-2.2,1100,i,33
S=c1nccc(-c2ccc(Cl)cc2)[nH]1,·,·,3%,·,·,i,·,·,·,11%,-1.1,-0.28,-0.8,1.7,-1.2,1079,i,39
Cc1ccc(C)c(NNC(N)=S)c1,-14,-10,19%,i,5,i,1.8,2.0,5.0,5%,-0.53,-0.26,-0.24,0.65,-0.5,1005,i,21
O=C(C1=C[C@@H](C2CCCCC2)C[C@@H](OCCCCO)O1)N1CCN(Cc2ccccc2)CC1,-16,-18,-3%,i,-4,i,3.3,1.6,7.2,17%,1.1,-0.058,0.87,-1.3,-2.1,1111,i,46
O=C(NCCO)/C(=C\c1cccc([N+](=O)[O-])c1)NC(=O)c1ccco1,2,-1,1%,i,-1,i,3.5,3.0,4.7,5%,-0.47,-0.24,-0.41,0.26,-2.3,1088,i,52
Clc1ccc(-c2onc3c2CCCC3)cc1,15,27,3%,i,4,·,0.9,0.9,8.6,6%,2,-0.18,0.91,-1.1,-5.5,1154,i,28
COC(=O)C1=C(C)NC(=O)C1(NC(=O)CN1CCCC1=O)C(F)(F)F (stereo unspecified),-8,6,0%,i,8,i,5.4,2.1,3.1,7%,0.45,-0.27,0.13,0.43,2.8,994,i,46
Cc1c(C(=O)NC2CCCCC2)oc2c1C(=O)CC(C)(C)C2,15,17,2%,i,28,i,3.0,2.3,5.9,11%,0.15,-0.22,0.63,-1.3,·,·,i,3

# Continued, starting with the last five of the part before.
SMILES,WT yeast gro inh,WT yeast gro inh mutant strain,P. falciparum M17LAP,Autophagy HCS,Autophagy HCS cell loss 18 h,Yfh1-depleted yeast,MT stabilize HCS,MT stabilize HCS Hoechst-high %,MT stabilize HCS cytotoxicity %,P. falciparum M1AAP,Dynein transport,Dynein transport cytoplasmic EGFP,Dynein transport nuclear GR-EGFP,Dynein transport cell count,b-catenin transl,b-catenin transl cell count 5 µM,T cell HTS,T cell HTS vesicle-bound %
O=C(C1=C[C@@H](C2CCCCC2)C[C@@H](OCCCCO)O1)N1CCN(Cc2ccccc2)CC1,-16,-18,-3%,i,-4,i,3.3,1.6,7.2,17%,1.1,-0.058,0.87,-1.3,-2.1,1111,i,46
O=C(NCCO)/C(=C\c1cccc([N+](=O)[O-])c1)NC(=O)c1ccco1,2,-1,1%,i,-1,i,3.5,3.0,4.7,5%,-0.47,-0.24,-0.41,0.26,-2.3,1088,i,52
Clc1ccc(-c2onc3c2CCCC3)cc1,15,27,3%,i,4,·,0.9,0.9,8.6,6%,2,-0.18,0.91,-1.1,-5.5,1154,i,28
COC(=O)C1=C(C)NC(=O)C1(NC(=O)CN1CCCC1=O)C(F)(F)F (stereo unspecified),-8,6,0%,i,8,i,5.4,2.1,3.1,7%,0.45,-0.27,0.13,0.43,2.8,994,i,46
Cc1c(C(=O)NC2CCCCC2)oc2c1C(=O)CC(C)(C)C2,15,17,2%,i,28,i,3.0,2.3,5.9,11%,0.15,-0.22,0.63,-1.3,·,·,i,3
COc1ccc(NC(=O)C23CC4CC(C2)CC(n2cnc(Br)n2)(C4)C3)cc1Cl,15,5,-5%,i,-9,·,1.6,1.2,3.7,8%,-1,-0.27,-0.42,0.27,·,·,i,33
CCn1cc(C2C(C(=O)Nc3ccc(Br)cn3)=C(C)NC3=C2C(=O)CCC3)c(C)n1 (stereo unspecified),-7,-6,-159%,i,11,i,7.7,1.4,3.5,1%,-0.43,-0.28,-0.57,0.2,·,·,i,38
Cc1ccc2[nH]nc(C(=O)N3CCCC(C(=O)c4ccc(Cl)cc4)C3)c2c1 (stereo unspecified),13,3,-4%,i,15,i,3.0,1.5,1.7,-5%,1.2,-0.2,0.49,-0.44,-1.3,973,i,38
CC(C)CCNC(=S)Nc1ccc(F)cc1,·,·,·,i,8,i,2.5,1.6,7.4,·,-0.023,0.13,0.58,0.064,·,·,i,33
O=C1OCC2=C1C(c1ccc(F)cc1)Sc1ccccc1N2 (stereo unspecified),-11,-8,-2%,i,-7,i,4.6,3.6,4.7,2%,-0.66,0.54,0.023,0.21,-4.9,1182,i,13
CCCN(CCC)C(=O)/C=C/c1cccc([N+](=O)[O-])c1,·,·,7%,·,·,i,·,·,·,-1%,1.2,-0.6,0.89,-1.2,1.3,1312,i,41
Cc1ccc(C(=O)CSc2nnnn2-c2ccccc2)o1,-16,10,1%,i,6,i,5.5,2.9,9.2,5%,0.56,-0.3,0.58,0.53,-1.6,1057,i,16
COc1ccc(S(N)(=O)=O)cc1N(C)S(=O)(=O)c1ccccc1,-8,-15,-6%,i,4,i,1.6,2.1,3.9,-2%,-0.65,-0.36,-0.41,0.66,-4.1,933,i,63
C/C=C/c1ccc(OCCOc2ccc(C=O)cc2OC)c(OC)c1,18,-5,-1%,i,8,i,5.0,1.2,3.2,10%,1.2,-0.022,0.89,-1.2,0.3,964,i,14
COC(=O)c1sc(SC)c(S(=O)(=O)C(C)C)c1N/N=C(\C#N)C(=O)c1ccccc1,·,·,37%,·,·,i,·,·,·,11%,-0.82,-0.27,-0.45,0.39,-4.1,1204,i,33
COc1ccc(C(C(N)=O)c2ncc(C(F)(F)F)cc2Cl)cc1OC (stereo unspecified),-4,3,-5%,i,0,i,2.0,3.1,7.7,2%,0.78,-0.39,1.1,0.01,-1.8,967,i,61
Cc1ccc(NC(=O)C/C(N)=N/O)cc1Cl,·,·,1%,·,·,i,·,·,·,0%,-0.89,-0.27,-0.63,1.2,0.0,1255,i,32
COc1ccc(N(C(=O)c2cnccn2)C(C(=O)NC2CCCCC2)c2ccc(O)cc2)cc1 (stereo unspecified),-2,6,17%,i,12,i,1.8,2.6,4.0,7%,0.013,-0.23,-0.086,0.29,0.7,988,i,56
Cc1sc2nc(CN3CCOCC3)nc(NCCc3ccccc3)c2c1C,25,25,-1%,i,4,i,2.4,2.3,7.7,3%,-1.1,-0.2,-0.65,0.36,·,·,i,7
